Rhodamine fluor = rhodamine region autofluorescence | max dye-equivalent concentration, M | Rhodamine-region fluorescence, 547/598 nm, Tris buffer; hits give high values | actives 0.05% (n = 59,000); in the data active means max dye-equivalent concentration above about 11 nM; inconclusive means between about 1.1 nM and that limit
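Compounds in 100 mM Tris buffer, pH 8.0, were incubated 15 min at room temperature, then read at 547 nm excitation and 598 nm emission. Fluorescence was normalized against a per-plate six-point rhodamine standard curve as dye-equivalent concentration.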
TexasRed autofl = compounds fluorescent in Texas Red spectral region. actives 0.06% (n = 59,000). max dye-equivalent concentration, M. Compound fluorescence, Texas Red channel, 547/618 nm; hits give high values; in the data active means max dye-equivalent concentration above about 10 nM; inconclusive means between about 1.1 nM and that limit
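Compound fluorescence was read after 15 min at room temperature in 100 mM Tris, pH 8.0, using 547 nm excitation and 618 nm emission across a concentration series. It was expressed as Texas Red dye-equivalent concentration from an on-plate standard curve.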
Pol III holo inh = inhibitors of bacterial DNA polymerase III holoenzyme; Potency, µM (highest dose often 57.1 µM), for inactives: top-dose activity change, negative = inhibition; AID 603; reconstituted DNA polymerase III holoenzyme replication, biochemical; actives 0.25% (n = 71,000); further: potency means the concentration at half of the fitted maximal effect; on the % scale 0 is the no-effect control and ±100 the full control effect
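Reconstituted *E. coli* holoenzyme (0.35 nM Pol III, 1 nM beta, 154 nM SSB, 2 nM primase) was preincubated with compound for 15 min at RT. Synthesis on 1.4 nM ssM13Gori ran 35 min, then was stopped with PicoGreen/EDTA and read as dsDNA fluorescence.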
HADH2 inhib = HADH2 (human) dehydrogenase inhibition; Q99714; AID 886; recombinant HADH2, NADH fluorescence, beta-hydroxybutyryl-CoA; actives 3.4% (n = 73,000); Potency, µM (titrated, usually from 57.1 µM), for inactives: at the highest dose activity change, negative = inhibition, usual class: inhibitors; further: potency means the concentration at half of the fitted maximal effect; on the % scale 0 is the no-effect control and ±100 the full control effect; nearly all actives have a fitted effect of over 60% in size; many of its hits are not listed in these tables
Target sequence (Q99714 whole entry, looked up, one chain of several): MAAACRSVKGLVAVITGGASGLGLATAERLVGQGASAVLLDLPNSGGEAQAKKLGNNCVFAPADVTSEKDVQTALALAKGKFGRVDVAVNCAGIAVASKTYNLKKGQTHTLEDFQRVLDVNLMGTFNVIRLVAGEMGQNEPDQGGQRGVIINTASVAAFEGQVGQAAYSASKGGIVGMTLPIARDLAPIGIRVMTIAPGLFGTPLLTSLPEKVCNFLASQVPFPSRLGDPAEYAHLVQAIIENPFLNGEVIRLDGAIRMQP
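Read-out: 360 nm excitation, 450 nm emission, kinetic over 4 min. Conditions: His-tagged human HADH2 20 nM, pH 9.0 Tris with Tween-20, 1 mM NAD+, 90 uM beta-hydroxybutyryl-CoA.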
Tau fil binding = tau filament binding | P10636 | recombinant tau filaments, thioflavin S fluorescence, 15 h; filaments grown with octadecylsulfate alongside compound | Potency, µM (titrated, usually from 57.1 µM), inactives show top-dose activity change, negative = inhibition | actives 2% (n = 71,000);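 further: potency means the concentration at half of the fitted maximal effect; on the % scale 0 is the no-effect control and ±100 the full control effect; actives lower thioflavin S fluorescence by blocking filaments or displacing dye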
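Thioflavine S fluorescence (ex 450, em 510 nm) reports filaments formed from 1 uM human tau plus 30 uM ODS over 15 h at 37 C (10 mM HEPES pH 7.4, 100 mM NaCl, 5 mM DTT); compounds displacing dye or blocking filaments lower signal.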
ERK AVP inh = blocks ERK signaling stimulated by vasopressin; HEK293-V1b, vasopressin-stimulated pERK AlphaScreen; Potency, µM (titrated, usually from 57.5 µM), inactives show at the top dose activity, negative = inhibition, most hits filed as inhibitors; actives 0.99% (n = 72,000); AID 995; further: potency means the concentration at half of the fitted maximal effect; on the % scale 0 is the no-effect control and ±100 the full control effect; nearly all actives have a fitted effect of over 55% in size
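Phosphorylated ERK1/2 detected via AlphaScreen bead proximity in lysates of V1b-expressing HEK293 cells given 25 nM vasopressin for 5 min after 30 min compound exposure (37 °C). AC50 from Hill equation; basal DMSO 0%, vasopressin 100%.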
HBB splicing = hemoglobin beta splicing modulation; HBB splicing reporter cell assay, activation; EGFP reporter with mutant IVS2-654 intron; response scale: normalised to 500 nM splice-correcting PNA; Potency, µM (top dose mostly 46.1 µM), for inactives: top-dose activation, most hits filed as activators; actives 0.06% (n = 65,000); AID 925; further: potency means the concentration at half of the fitted maximal effect; 0% is about no effect
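HeLa cells stably expressing EGFP interrupted by mutant beta-globin intron 2 (IVS2-654), 500/well in 2% FCS. Treated with compound for 2 days at 37C. Splicing correction scored as total well GFP intensity (488 nm excitation, 500-520 nm emission); 500 nM antisense PNA served as control.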
Hsp90 Hop PPI = changes Hsp90-Hop TPR2A binding signal, up or down; actives 0.44% (n = 71,000); AlphaScreen TPR2A-His6 binding biotin-Hsp90 C-terminal peptide; Potency, µM (highest dose often 57 µM), inactives show top-dose activity change, negative = inhibition; active means well fitted curve in either direction with a large enough effect; inconclusive means small, poorly fitted or top-dose-only effect, or another doubt; further: potency means the concentration at half of the fitted maximal effect; on the % scale 0 is the no-effect control and ±100 the full control effect; many of its hits are not listed in these tables
ALOX15 inhib = blocks human 15-lipoxygenase activity; purified 15hLO-1, xylenol orange hydroperoxide absorbance; actives 1.4% (n = 74,000); Potency, µM (titrated, usually from 57.1 µM), for the others: at the highest dose activity change, negative = inhibition, hits mostly inhibitors; P16050; further: potency means the concentration at half of the fitted maximal effect; on the % scale 0 is the no-effect control and ±100 the full control effect; nearly all actives have a fitted effect of over 55% in size
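Compounds were preincubated 15 min at room temperature with 40 nM purified human enzyme (25 mM Hepes pH 7.5, 0.01% Triton X-100); 50 uM arachidonic acid reacted 6 min. Fe-xylenol orange detection, 30 min, absorbance ratio 573/405 nm.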
CRE-bla Fsk = modulators of forskolin-stimulated CRE signaling in CHO cells | CHO CRE-bla reporter (cAMP response element driving beta-lactamase), forskolin EC10, beta-lactamase ratio | Potency, µM (highest dose often 38.2 µM), for inactives: at the top dose activity change, negative = inhibition, actives largely listed as activators | actives 2.5% (n = 71,000); active means well fitted activation curve with a large enough effect in the signal ratio, with a control signal flat, not every such curve was filed as active; inconclusive means small, poorly fitted or top-dose-only effect, or effect the other way, or a change in a side signal; the % refers to the signal ratio; further: potency means the concentration at half of the fitted maximal effect; % of control where 0% means no effect
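CRE-bla CHO reporter cells treated with compound titration plus EC10 NKH 477 (water-soluble forskolin), incubated 3 h at 37 °C; CCF4 loading 2 h at room temperature, 460/530 nm emission ratio read, AC50 values derived for positive or negative modulators.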
FLuc inh = inhibitors of firefly luciferase. P08659. purified firefly luciferase, luminescence, 8 min. Potency, µM (highest dose often 57.1 µM), without a hit: top-dose activity change, negative = inhibition, most hits filed as inhibitors. actives 2.2% (n = 72,000); further: potency means the concentration at half of the fitted maximal effect; on the % scale 0 is the no-effect control and ±100 the full control effect; nearly all actives have a fitted effect of over 40% in size
Target sequence (P08659 whole entry, looked up): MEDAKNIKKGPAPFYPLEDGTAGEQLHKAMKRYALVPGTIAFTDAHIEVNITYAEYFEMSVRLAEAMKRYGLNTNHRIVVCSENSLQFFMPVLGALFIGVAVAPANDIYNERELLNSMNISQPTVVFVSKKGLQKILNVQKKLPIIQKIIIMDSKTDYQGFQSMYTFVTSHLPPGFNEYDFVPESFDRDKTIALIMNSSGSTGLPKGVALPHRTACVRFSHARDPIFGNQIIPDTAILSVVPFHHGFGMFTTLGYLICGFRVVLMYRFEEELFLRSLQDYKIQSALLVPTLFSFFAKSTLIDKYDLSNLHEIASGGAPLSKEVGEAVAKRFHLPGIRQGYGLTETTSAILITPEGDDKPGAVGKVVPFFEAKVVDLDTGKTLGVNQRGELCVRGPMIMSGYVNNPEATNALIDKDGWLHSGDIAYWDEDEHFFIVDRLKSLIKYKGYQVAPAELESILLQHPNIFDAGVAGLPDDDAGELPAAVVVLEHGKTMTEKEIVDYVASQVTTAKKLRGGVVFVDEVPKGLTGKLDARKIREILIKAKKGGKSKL
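Compounds were tested as concentration series (qHTS) against purified P. pyralis luciferase with luciferin and 10 uM ATP in 50 mM imidazole pH 7.2, 50 mM KCl, 7 mM MgCl2, 0.01% Tween 20, 0.05% BSA. Luminescence was read after 8 min at ambient temperature.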
Active calls of the source: *; i = inactive; ? = inconclusive; / = not tested or not shown; [ ] = remark or other dose. Unless noted, the call rests on the fitted dose curve; in most records, active means well fitted curve in the direction sought with a large enough effect; inconclusive means small, poorly fitted or top-dose-only effect, or another doubt; inactive means no such curve, though single readings can be large; an effect the other way counts as inactive or inconclusive.

SMILES	Rhodamine fluor	TexasRed autofl	Pol III holo inh	HADH2 inhib	Tau fil binding	ERK AVP inh	HBB splicing	Hsp90 Hop PPI	ALOX15 inhib	CRE-bla Fsk	FLuc inh
Cc1nc(SCC(=O)N2CCCc3ccccc32)c2oc3ccccc3c2n1	i	i	-8%	3%	-4%	-23%	-0.6%[0.369 µM]	2%	?	0.5µM*	-2%
O=C(CCn1c(=O)[nH]c2ccccc2c1=O)Nc1ccccc1	i	i	-1%	-6%	5%	13%	-2.0%	-4%	5%	-19%	-3%
COc1ccccc1NC(=O)N1CCN(c2cccc(C(F)(F)F)c2)CC1	/	/	-7%	6%	2%	-28%	-2.0%	?	40µM*	-5%	5%
Brc1ccc2c(c1)c1nc3ccccc3nc1n2CCN1CCOCC1	/	/	-20%	-1%	16µM*	32µM*	-0.1%	-13%	32µM*	13µM*	-3%
c1ccc2c(c1)Cn1nc(Cc3nc4c(s3)CCCC4)nc1-2	i	i	2%	?	-11%	-3%	0.7%	-3%	-18%	?	-4%
CC(C)OP(=O)(c1ccc(N(C)C)cc1)C(O)c1c(Cl)cccc1Cl (stereo not given)	i	i	-8%	28%	-9%	7%	2.2%[0.369 µM]	-3%	11%	?	-1%
Cc1ccc(NC(=O)NC(=O)CSc2nnnn2C)c(C)c1	i	?	0%	-2%	-8%	5%	0.0%[57.5 µM]	-1%	4%	6%	0%
COC(=O)C(C)C1Sc2ccccc2NC1=O (stereo not given)	i	i	-9%	-1%	-1%	4%	-0.9%	-4%	11%	6%	0%
CCOC(=O)N1CCN(C(=O)c2oc3ccc(S(=O)(=O)N4CC(C)CC(C)C4)cc3c2C)CC1 (stereo not given)	i	i	0%	-1%	-7%	?	-1.2%	-6%	-20%	-7%	4%
Cn1c(=O)c2c(nc(SCCCC#N)n2Cc2ccccc2F)n(C)c1=O	/	/	3%	11%	7%	/	0.3%	-1%	0%	?	-2%
COC(=O)c1ccc(NC(=O)c2cnc3scc(C)n3c2=O)cc1	/	/	-5%	-4%	58%	/	-0.2%	-6%	4%	13%	0%
CS(=O)(=O)N(CC(=O)N1CCOCC1)Cc1ccc(Cl)cc1	i	i	-6%	2%	-1%	-5%	6.9%	-1%	-3%	-4%	4%
COc1ccc2c(C)nc(Nc3nc(C)cc(=O)[nH]3)nc2c1	i	i	1%	8%	-8%	-25%	2.3%	-8%	2%	5µM*	-2%
COc1cc2c(cc1OC)CN(C(=O)Cc1ccc(OC)c(S(=O)(=O)N3CCOCC3)c1)CC2	i	?	4%	12%	16%	12%	0.1%[57.5 µM]	0%	13%	16%	0%
Oc1ccc2c(c1)OCO2	/	/	-5%	4%	-2%	-6%	-0.4%	-3%	-22%	-12%	/
COc1cccc(-c2n[nH]c(=S)n2Cc2ccco2)c1OC	i	i	-1%	?	1%	-9%	-2.4%	-3%	-7%	0%	1%
O=C(Cn1c(C(=O)NCc2ccco2)cc2sccc21)c1ccccc1	i	i	2%	5%	6%	-16%	-2.0%	-11%	-5%	?	1%
Cc1ccc(S(=O)(=O)N2CCOCC2)cc1C(=O)Nc1ccccn1	i	i	-4%	26%	-11%	-21%	1.6%	-4%	-8%	-2%	4%
O=C(CCn1nnc2ccccc21)N1CCC(O)(c2cccc(F)c2)CC1	i	?	-5%	-5%	-14%	-16%	-2.6%	-5%	0%	-22%	2%
C=CCn1c(SCC(=O)Nc2ccc3c(c2)OCO3)nnc1-c1ccccc1O	i	i	1%	1%	-5%	-24%	-0.2%	-5%	-15%	-2%	0%
CCC1(C)Cc2c(sc3nc(NC)n(C)c(=O)c23)CO1 (stereo not given)	i	i	-3%	3%	1%	-5%	5.1%[1.84 µM]	-2%	-12%	?	0%
Cn1c(=O)c2c(-c3ccccc3)n(N3CCOCC3)cc2n(C)c1=O	i	i	-8%	8%	1%	-17%	1.9%[0.369 µM]	1%	-6%	?	-3%
Cc1c[nH]c(=O)n(CCCN2CCN(c3ccccc3OCC(F)(F)F)CC2)c1=O	/	/	-6%	-2%	?	-11%	/	-1%	-11%[25.6 µM]	?	-1%
Cc1cc(C)n2nc(SCC(=O)Nc3ccc(F)cc3)nc2n1	/	/	4%	9%	-5%	-3%	-0.4%	-7%[2.3 µM]	0%	5µM*	2%
Cn1c(=O)n(C)c2cc(CNc3ccc(N4CCOCC4)c(C(=O)O)c3)ccc21	i	i	-1%	?	2%	2%	-0.5%[57.5 µM]	3%	5%	-4%	-2%
Cc1cccc(CNc2cc(-c3ccc(N(C)C)cc3)ncn2)c1	i	i	-4%	2%	3%	-19%	0.1%	-3%	-4%	23%	-12%[2.29 µM]
CSc1nc(N)c(C#N)c(-c2ccc(Cl)cc2)c1C#N	i	?	-3%	-21%	144%	?	7.6%[1.84 µM]	3%	?	?	0%
Cn1c(CNc2ccccc2O)nc2ccccc21	/	/	-13%	-8%	-13%	/	-1.0%	?	18%	-10%	-13%
CC(C)COc1ccc(C(=O)OCCN2CCOCC2)cc1	i	i	6%	-2%	0%	4%	0.6%	-1%	2%	?	1%
Cn1c(=O)c2cc(NC(=O)c3ccccc3Cl)c(=O)oc2n(C)c1=O	i	i	-8%	?	11%	-6%	0.1%[57.5 µM]	0%	6%	-8%	3%
Nn1c(SCC(=O)Nc2ccc3c(c2)OCO3)nnc1C1CCCCC1	i	i	3%	-2%	5%	-11%	0.3%	-5%	0%	?	-1%
COCCCNC(=O)CS(=O)Cc1nc(-c2ccccc2C)oc1C (stereo not given)	/	/	-9%	-19%	8%	-25%	1.0%	-2%[2.3 µM]	11%	-2%	1%
Nc1c(NCCCN2CCOCC2)c2ccccc2oc1=O	i	?	-6%	?	-3%	6%	0.0%	0%	?	16%	0%
CC(=O)N1CCN(c2ccc(NC(=O)c3ccc4c(c3)OCCO4)cc2)CC1	i	i	-7%	-11%	-24%	-1%	/	-9%	-2%	-1%	-15%
CC1CCN(C(=O)Nc2cccc(NC(=O)N3CCC(C)CC3)c2)CC1	i	?	-10%	7%	2%	5%	0.4%	-5%	0%	7%	-16%
O=C(Nc1ccc(S(=O)(=O)N2CCCCCC2)cc1)C1CCCO1 (stereo not given)	i	i	-6%	-11%	-11%	-11%	-0.2%	-3%	-5%	-7%	2%
O=C(CN1CCC(O)(c2ccccc2F)CC1)NCCc1c[nH]c2ccccc12	i	i	-2%	-10%	-5%	-27%	/	-4%	-15%	-1%	-2%
O=C(Nc1ccccc1)Nc1ccc(S(=O)(=O)N2CCCCC2)cc1	i	i	0%	-1%	17%	-22%	-0.1%	3%	?	?	-5%
Cc1ccc(C(=O)Nc2sc3c(c2C(=O)O)CCCCC3)o1	i	i	-7%	-9%	-3%	-25%	-0.5%[57.5 µM]	1%	-3%	3%	20µM*
CCOC(=O)C1=C(C)N=C2SCCC(=O)N2C1c1cc(Br)ccc1OC (stereo not given)	i	i	-2%	2%	-1%	-17%	-0.1%	-1%	-10%	3%	0%
CC(c1nnc(SCC(=O)Nc2ccc3[nH]c(=O)[nH]c3c2)n1Cc1ccccc1)N(C)C (stereo not given)	i	i	-9%	12%	-2%	-8%	-0.2%[57.5 µM]	-1%	4%	-15%	-1%
N#Cc1cn(Cc2cccc(Cl)c2)c2ccccc12	i	i	-1%	-5%	-4%	3%	2.7%	15%	-23%	-2%	-3%
Cn1c(=O)n(CCc2ccccc2)c(=O)c2c1nc1n2CCN1c1ccccc1	i	i	-2%	1%	16%	-2%	1.8%[0.369 µM]	-2%	7%	8%	0%
CC(=O)NC(C)C(c1cccs1)N1CCN(c2ccccc2)CC1 (stereo not given)	i	i	2%	9%	1%	-17%	3.2%[0.369 µM]	-3%	2%	-6%	0%
O=C(c1c(Cl)nc2sccn12)N1CCN(c2cccc(Cl)c2)CC1	i	i	-3%	-3%	12%	-13%	-0.3%[57.5 µM]	0%	-6%	?	3%
Cc1ccc(Cn2nnc3c(=O)[nH]c(C4CCN(S(=O)(=O)c5ccc(F)cc5)CC4)nc32)cc1	i	i	-4%	-8%	182%	7%	-0.5%[57.5 µM]	-2%	?	?	0%

Not all compounds are listed (hit frequency here may not be typical).
